Assay outcomes deposited in PubChem by ICCB-Longwood Screening Facility, Harvard Medical School.
PV pol inh: poliovirus RdRp elongation inhibitors, primary screen, biochemical, fluorescence polarization, total intensity; Genome polyprotein (Poliovirus type 1 (strain Mahoney)), P03300; poliovirus polymerase elongation; active compounds read low; % elongation, % (compound at 16.7 µg/mL); 150,000 compounds, 0.66% hits; in the data active means % elongation below about 90%; further: some results filed as inactive read as strong as hits
Target sequence (P03300 1749-2209 limits assumed): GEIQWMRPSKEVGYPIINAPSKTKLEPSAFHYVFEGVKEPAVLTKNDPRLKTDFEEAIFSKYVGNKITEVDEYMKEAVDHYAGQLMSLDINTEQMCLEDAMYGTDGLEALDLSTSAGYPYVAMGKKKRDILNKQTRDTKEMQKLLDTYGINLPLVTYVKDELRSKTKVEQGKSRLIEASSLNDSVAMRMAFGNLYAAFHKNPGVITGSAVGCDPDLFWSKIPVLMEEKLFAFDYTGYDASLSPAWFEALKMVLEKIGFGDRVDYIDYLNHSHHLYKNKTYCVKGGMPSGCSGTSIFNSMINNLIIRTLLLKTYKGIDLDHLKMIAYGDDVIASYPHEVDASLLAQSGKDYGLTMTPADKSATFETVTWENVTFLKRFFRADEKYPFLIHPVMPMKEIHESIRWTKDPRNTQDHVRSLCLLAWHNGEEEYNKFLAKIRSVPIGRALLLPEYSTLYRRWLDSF
PV pol inh FP z-score: also measured in PV pol inh; calls as there; z-score; measured here: FP z-score; hits read low
Starred values were filed as active, the others as inactive. This is a subset; the hit share may differ from the screen's.

SMILES	PV pol inh	PV pol inh FP z-score
CC(C)c1ccc(S(=O)(=O)Nc2ccc3oc4c(c3c2)C(=O)CC(C)(C)C4)cc1	103	-0.5
Oc1ccc(CNc2ccccc2Cl)c2cccnc12	103	0.3
COn1c(=O)c(-c2cccc(C(F)(F)F)c2)[n+]([O-])c2ccccc21	103	0.4
CC1CN(CCC(=O)NN)CC(C)O1 (configuration not stated)	103	0.2
CCOc1cccc2cc(-c3nc4sc(C(=O)Nc5ccc(C)cc5)c(C)c4c(=O)[nH]3)c(=O)oc12	99	-1.4
CC(C)Oc1ccc(CNC(=O)c2cnc3sc(N4CCCC4)nn3c2=O)cc1	15*	-7.6*
N/C(Cc1nc2ccccc2[nH]1)=N\O	106	0.3
COc1ccc(CNC(=O)c2cnc3ccccn3c2=O)cc1	104	1.7
O=C(COC(=O)CCCC1=NS(=O)(=O)c2ccccc2N1)Nc1ccc(Br)cc1	114	1.6
CCN(CC)S(=O)(=O)c1ccc(C(=O)Nc2ccc(-n3nncc3-c3ccccc3)cc2)cc1	103	0.5
Cc1ccccc1NC(=O)CSc1c(C(C)C)cnc2c1c(=O)n(C)c(=O)n2C	103	-1.1
C=CCSc1n[nH]c(=O)n1C1CCCCC1	102	0.2
CCN1c2ccccc2-c2nc(SCC(=O)NCc3ccccc3)ncc2S1(=O)=O	109	0.2
C=CCOCC(O)Cn1c(N)nc2c1c(=O)n(C)c(=O)n2C (configuration not stated)	102	0.1
COc1cc(C(=O)NC2CCCc3ccccc32)ccc1OCc1c(C)noc1C (configuration not stated)	100	-0.3
CCCCN(c1ccccc1)S(=O)(=O)c1ccc2c(c1)oc(=O)n2CC(=O)OCC	100	0.1
Cc1cc(=O)[nH]c(Nc2ccccc2)n1	103	0.5
O=C(CSC1=NCCS1)Nc1ccccc1Cl	101	-0.6
CC1(C)CC2(CCCN(C(=S)Nc3ccccc3)C2)CCO1 (configuration not stated)	99	-0.5
CCOc1ccc(N2CC(NC(=O)C(=O)c3c[nH]c4ccccc34)CC2=O)cc1 (configuration not stated)	100	-1.4
O=C1CN(S(=O)(=O)c2ccc3[nH]c(=O)ccc3c2)CC(=O)N1CCc1ccccc1	104	0.9
CCN(Cc1ccccc1)S(=O)(=O)c1ccc(F)c(C(=O)Nc2cc(C)ccc2OC)c1	102	-1.2
O=c1c2ccccc2nc(CN2CCOCC2)n1-c1cccc(C(F)(F)F)c1	101	-0.1
O=c1c2cccc3c2c(nn1CN1CCOCC1)-c1ccccc1-3	97	-1
CCC(CO)Nc1ncnc2sc3c(c12)CCCC3 (configuration not stated)	104	0.2
Cc1noc(C)c1CSc1nc(-c2ccccc2)c(-c2ccccc2)n1CC1CCCO1 (configuration not stated)	108	0.7
COc1cc(-c2nnc(SCC(=O)Oc3ccccc3Cl)o2)cc(OC)c1OC	105	-0.3
c1ccc2c(CSc3nc4ccccc4s3)cccc2c1	97	-0.8
COc1ccc(CC(=O)NCCS(=O)(=O)N2CCN(c3ccccc3F)CC2)cc1OC	109	0.5
Cc1cccc(C)c1OCC(=O)Nc1ccc2c(c1)OCO2	101	-0.4
Cc1ccc(OCc2nc(-c3ccc(C(=O)NCCCN4CCN(Cc5ccccc5)CC4)cc3)oc2C)cc1	102	0.4
Cc1ccc(C2=CC(c3c(F)cccc3Cl)n3ncnc3N2)cc1C (configuration not stated)	99	-0.7
COc1ccc(C(=O)N=c2sc3cc(Cl)ccc3n2C)cc1	101	-0.3
COc1cccc(C2C(C(=O)Nc3ccccc3)=C(C)Nc3nnnn32)c1OC (configuration not stated)	108	0.8
CCN(C(=O)C1CCC1)c1nc2c(C)cccc2s1	108	-0.3
CCC(=O)c1ccc(OC(=O)C2c3ccccc3Oc3ccccc32)cc1	104	0.5
CC(=O)N1CCN(C(=O)CSc2ncnc3ccccc23)CC1	104	0.2
Cc1cc(S(=O)(=O)C(CNC(=O)c2ccc(OC(C)C)cc2)c2cccs2)ccc1F (configuration not stated)	100	-1
CCOc1ccc2c(c1)C(C)=CC(C)(C)N2C(=O)CSc1nnc(C2CC2)n1C	105	0.3
O=C(CCC(=O)c1ccc(Br)cc1)Nc1cccnc1	101	0
Cc1ccc(NC(=O)c2oc3ccccc3c2NC(=O)c2ccccc2)cc1	101	0
Cc1ccc(N(C)C(=O)N2CCN(c3ccccn3)CC2)cc1	103	0.3
Cc1ccc(CN(C)C(=O)c2cccc(S(=O)(=O)N(C)C)c2)o1	107	0.7
CC(C)n1ncc2c1N=C(c1ccco1)N(C)C2c1ccccc1 (configuration not stated)	98	-0.7
Cc1ccc(NC(=O)CS(=O)CC(=O)Nc2ccc3c(c2)CCC3)cc1 (configuration not stated)	102	0.2
Cc1cc(N2CCN(C)CC2)nc2ccc(NC(=S)N3CCCCC3)cc12	103	0.3
O=C(CCc1ccccc1)OCc1nnc(-c2ccc(Br)cc2)o1	110	1
CCOC(=O)c1c(C)[nH]c(C)c1S(=O)(=O)N1CCC(C(=O)N2CCN(c3cc(C)ccc3C)CC2)CC1	112	1
Nc1ccc(S(=O)(=O)NCc2ccco2)cc1	101	0.1
CCCn1cnc2cc(NC(=O)c3cc(OC)c(OC)c(OC)c3)ccc21	103	0
The results go on.
SMILES	PV pol inh	PV pol inh FP z-score
Cc1nc(N2CCCC2)c2c(C(=O)Nc3cccc(Cl)c3C)c(C)oc2n1	100	-1
CC(=O)O/N=C(\N)c1ccc(N2CCN(c3ncccc3C(F)(F)F)CC2)nc1	103	0.4
Cc1cc(C)cc(NC(=O)c2cc(S(=O)(=O)N3CCCCC3)c[nH]2)c1	106	-0.3
COc1ccc(N(C(=O)Cn2nnc3ccccc32)C(C(=O)NCC2CCCO2)c2sccc2C)cc1 (configuration not stated)	101	-0.1
O=C(Cn1ncn2nc(-c3cccs3)cc2c1=O)NCCCN1CCCCCC1	104	1.3
CC1CCCCN1S(=O)(=O)c1ccc(C(=O)Nc2nc3ccc4ccccc4c3s2)cc1 (configuration not stated)	104	0.6
COc1ccc(OCC(=O)Nn2cnnc2)cc1	99	-0.8
O=C(CSc1nc(=O)[nH]c2c1CCCC2)Nc1ccc(Cl)c(Cl)c1	100	-1.7
Cc1ccc(C(=O)OCC(=O)NCC2CCCO2)c(C)c1 (configuration not stated)	103	0.7
CCOc1ccc(C2CC(=O)NC(NC(=O)c3ccc(C)cc3)=N2)cc1 (configuration not stated)	108	0.2
ON(Cn1nnc2ccccc21)Cn1nnc2ccccc21	102	0.1
O=C(CSc1nnnn1-c1ccccc1)NCC1CCCCC1	105	0.2
COc1ccccc1OCCn1c(COc2cc(C)ccc2C)nc2ccccc21	107	0.2
COc1cc(C2c3c(oc4ccccc4c3=O)C(=O)N2c2nnc(C)s2)ccc1O (configuration not stated)	101	0
Cn1nc(CC(=O)NN)c2ccccc2c1=O	99	-0.3
C#CCN1C(=O)S/C(=C/C=C/c2ccc(N(C)C)cc2)C1=O	77	-6.5
CCC(=O)N1CCc2cc(Br)cc(S(=O)(=O)N3CCCC(C(=O)Nc4ccc(C(C)C)cc4)C3)c21 (configuration not stated)	102	-1.2
COc1cccc(C(=O)NCCSc2ccc(C)cc2)c1	99	-0.1
Cc1cc(C)cc(N(C)S(=O)(=O)c2nnc(NC(=O)COc3ccc(C)c(C)c3)s2)c1	106	-0.5
Fc1ccccc1-c1csc(-c2cccnc2)n1	100	-0.9
CC(C)C(=O)OCc1cc(=O)n2nc(C3CCCCC3)sc2n1	110	0.8
CCN(CC)S(=O)(=O)c1cc(C(=O)Nc2cccc3c2C(=O)NC3=O)ccc1Cl	91	-1.6
O=C(Nc1ccc(N2C(=O)C=CC2=O)cc1Cl)c1ccco1	99	-1.6
CCC(C)NC(=S)Nc1ncccc1C(=O)OC (configuration not stated)	103	1
C=C1c2ccccc2N=C(SCC(=O)Nc2cc(C)ccc2OC)N1C	110	0.8
Nc1[nH]c(N=NC(=O)c2cccc(S(=O)(=O)N3CCOCC3)c2)c2ccccc12	101	-0.2
Cc1nc(Cc2nnc(SCC(=O)NC(=O)c3cccn3C)o2)cs1	104	0.2
CCOc1ccc(CCNC(=O)c2[nH]c3cc(OC)ccc3c2Sc2ccccc2)cc1OCC	109	0.3
CCOC(=O)c1ccc2c(c1)CC/C(=C\c1ccc(Cl)cc1Cl)C2=O	105	0.3
Cc1ccc(NC(=O)c2cnn(-c3ccc(C)c(C)c3)c2C2CCN(C(=O)OC(C)(C)C)CC2)c(C)c1	103	0

At a glance, part of the list above.
SMILES	PV pol inh	PV pol inh FP z-score
COc1ccc(OCC(=O)Nn2cnnc2)cc1	99	-0.8
O=C(CSc1nc(=O)[nH]c2c1CCCC2)Nc1ccc(Cl)c(Cl)c1	100	-1.7
Cc1ccc(C(=O)OCC(=O)NCC2CCCO2)c(C)c1 (configuration not stated)	103	0.7
CCOc1ccc(C2CC(=O)NC(NC(=O)c3ccc(C)cc3)=N2)cc1 (configuration not stated)	108	0.2
ON(Cn1nnc2ccccc21)Cn1nnc2ccccc21	102	0.1
O=C(CSc1nnnn1-c1ccccc1)NCC1CCCCC1	105	0.2
COc1ccccc1OCCn1c(COc2cc(C)ccc2C)nc2ccccc21	107	0.2
COc1cc(C2c3c(oc4ccccc4c3=O)C(=O)N2c2nnc(C)s2)ccc1O (configuration not stated)	101	0
Cn1nc(CC(=O)NN)c2ccccc2c1=O	99	-0.3
C#CCN1C(=O)S/C(=C/C=C/c2ccc(N(C)C)cc2)C1=O	77	-6.5
CCC(=O)N1CCc2cc(Br)cc(S(=O)(=O)N3CCCC(C(=O)Nc4ccc(C(C)C)cc4)C3)c21 (configuration not stated)	102	-1.2
COc1cccc(C(=O)NCCSc2ccc(C)cc2)c1	99	-0.1
Cc1cc(C)cc(N(C)S(=O)(=O)c2nnc(NC(=O)COc3ccc(C)c(C)c3)s2)c1	106	-0.5
Fc1ccccc1-c1csc(-c2cccnc2)n1	100	-0.9
CC(C)C(=O)OCc1cc(=O)n2nc(C3CCCCC3)sc2n1	110	0.8
CCN(CC)S(=O)(=O)c1cc(C(=O)Nc2cccc3c2C(=O)NC3=O)ccc1Cl	91	-1.6
O=C(Nc1ccc(N2C(=O)C=CC2=O)cc1Cl)c1ccco1	99	-1.6
CCC(C)NC(=S)Nc1ncccc1C(=O)OC (configuration not stated)	103	1
C=C1c2ccccc2N=C(SCC(=O)Nc2cc(C)ccc2OC)N1C	110	0.8
Nc1[nH]c(N=NC(=O)c2cccc(S(=O)(=O)N3CCOCC3)c2)c2ccccc12	101	-0.2
Cc1nc(Cc2nnc(SCC(=O)NC(=O)c3cccn3C)o2)cs1	104	0.2

Going on with the list:
SMILES	PV pol inh	PV pol inh FP z-score
CC(C)Sc1ncc(Cl)c(C(=O)Nc2ccc(S(=O)(=O)N(C)c3ccccc3)cc2)n1	110	0.5
O=C(Cc1cccs1)NCc1ccc(Cl)cc1	108	0.7
O=C(CCCn1c(=S)[nH]c2cc3c(cc2c1=O)OCO3)NC1CCCCC1	103	0.9
CCOC(=O)C(CC)C(N)Cc1ccc(OC)c(OC)c1 (configuration not stated)	101	0.1
Cc1cccc(-c2nc(C)c(CCNC(=O)c3c(F)cccc3F)s2)c1	101	0.1
CC(C)Oc1ccc(C(=O)N(Cc2ccc(N(C)C)cc2)Cc2ccco2)cc1	101	-1.4
COc1ccc2c(c1)c(C(=O)O)c(C)n2-c1ccc(Cl)cc1	103	0.2
COc1ccc(Cl)cc1NC(=O)CSc1nnc(C)n2c1cc1sccc12	108	0.1
Cc1ccc(S(=O)(=O)NCCc2nnc3ccc(SCc4ccc(F)cc4)nn23)cc1	104	-0.3
O=C(COC(=O)Cc1cccc(C(F)(F)F)c1)Nc1ccc2c(c1)OCO2	103	0.1
COc1ccc(-c2noc(CN(C(=O)c3ccccc3Cl)C(C)C)n2)cc1	111	0.7
CC(Oc1ccc2ccccc2c1)C(=O)NN (configuration not stated)	103	0.5
CCc1ccc(-c2cc(C)no2)cc1S(=O)(=O)N1CCc2ccccc21	103	1
O=C(NCCSCc1cccc(Cl)c1)C1CCN(S(=O)(=O)Cc2ccccc2)CC1	107	0.1
O=C(Nc1nnc(S(=O)(=O)Nc2ccccc2)s1)C1CCCCC1	114	1.3
CCCN(CCC)CC(O)Cn1cc(/C=C/C(=O)c2ccc(Br)cc2)c2ccccc21 (configuration not stated)	120	2.4
Cc1ccc(NC(=O)c2cn3c4c(ccc(Cl)c4c2=O)OC(C)C3)c(C)c1 (configuration not stated)	105	-0.7
Cc1ccc2nc(SCc3c(C)c(C)cc(C)c3C)[nH]c2c1	107	2.2
Cc1ccc(S(=O)(=O)N=C2C=CC(=O)C=C2)cc1	103	0.3
COc1ccc(NC(=O)C2=C(C)Nc3nc(CCCO)nn3C2c2ccc(O)cc2)cc1 (configuration not stated)	100	-0.8
Cc1ccc(S(=O)(=O)N2CCCC2C(=O)Nc2cc(C)on2)cc1 (configuration not stated)	104	0.4
COc1ccc2cc(Br)ccc2c1CC(=O)Nc1nccs1	102	0.1
Cc1sc(-n2cccc2)c(C(=O)OCc2ccc(C#N)cc2)c1C	105	0.5
O=C(Cn1nnc(-c2ccccc2)n1)N/N=C1\CCCc2ccccc21	99	-0.8
O=c1oc2ccccc2cc1-c1nn(-c2ccccc2)cc1C=NCc1ccccc1	103	0.5
COc1cc2c(c(OC)c1)C(c1ccccc1OC)CC(=O)N2 (configuration not stated)	101	-0.1
O=C(/C=C/c1cccs1)OCC1CCCO1 (configuration not stated)	102	0
Cc1ccc(CNC(=O)c2c[nH]c3ccc(S(=O)(=O)N4CCOCC4)cc3c2=O)cc1	96	-1.2
O=C(NCc1ccco1)C1Cc2cc(Cl)ccc2O1 (configuration not stated)	112	1.2
CO/N=C1\CC(C)(C)Cc2c(-c3ccn(C(=O)c4cccs4)n3)sc(SC)c21	101	-0.2
CC(C)c1cc(C(C)C)c(S(=O)(=O)N2CC3C4C=CC(C4)C3C2)c(C(C)C)c1 (configuration not stated)	104	0.8
CCCN(CC1CC1)Cn1c(=S)sc2ccccc21	110	0.4
Cc1oc2c(CN(C)C)c(O)ccc2c(=O)c1-c1cscn1	101	0
Cc1cc2c3c([nH]c2cc1S(=O)(=O)NCCCN1CCOCC1)CC(C)(C)CC3=O	100	-0.1
